ssDAF12 agonist = S. stercoralis DAF-12 nuclear receptor activators, primary screen, cell-based, luminescence, HEK293, GRIP1 co-expression, lit1-tk-luc. Nuclear hormone receptor DAF-12 (Strongyloides stercoralis). HEK293 ssDAF-12/GRIP1 lit1-tk-luc reporter; % of 3 µM dafachronic acid response. activation, % at 6.8 µM. actives 1% (n = 370,000);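 active = activation above the mean over all tested compounds plus 3 SD, cut at about 0.9% in these data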;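 note: 0% = DMSO-only wells and 100% = 3 µM delta7-dafachronic acid wells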
hgDAF12 agonist = H. glycines DAF-12 receptor agonists, primary screen, cell-based, luminescence, HEK293, GAL4 fusion, UAS-luciferase; activation, % at 6.8 µM; actives 1.8% (n = 370,000); Nuclear hormone receptor DAF-12 (Heterodera glycines), GAL4 fusion; HEK293 GAL4-hgDAF12 UAS-luciferase reporter, agonist luminescence; normalized to butyrate control;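 active = activation above a cutoff set at the mean of all screened compounds plus 3 SD, cut at about 10% in these data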;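 note: 0% = DMSO wells and 100% = sodium butyrate wells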
ADAM17 inh = ADAM17 inhibitors, primary screen, biochemical, QFRET; recombinant ADAM17, EDANS/DABCYL FRET peptide cleavage; inhibition, % at 6.95 µM; Disintegrin and metalloproteinase domain-containing protein 17 (Homo sapiens), P78536; actives 0.83% (n = 370,000);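 active = inhibition above the mean of compounds lying between control limits plus 3 SD, set per campaign, cut at about 8.5% in these data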;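 note: 0% = DMSO-only wells as the low control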
DAX1 inh-1 = DAX1 (NR0B1) inhibitors, primary screen, cell-based, HEK293, Gal4-DAX1, luciferase luminescence | inhibition, % at 6.75 µM | actives 0.99% (n = 340,000) | AID 504766, 2011 | HEK293 Gal4-DAX1 luciferase reporter;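 active = inhibition above the mean over all tested compounds plus 3 SD, cut at about 4.2% in these data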;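 note: 0% = DAX1-transfected cells with DMSO and 100% = empty-vector control cells with DMSO; inhibition shows as a rise in luminescence from relieved DAX1 repression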
Target sequence (P51843 207-470 limits assumed): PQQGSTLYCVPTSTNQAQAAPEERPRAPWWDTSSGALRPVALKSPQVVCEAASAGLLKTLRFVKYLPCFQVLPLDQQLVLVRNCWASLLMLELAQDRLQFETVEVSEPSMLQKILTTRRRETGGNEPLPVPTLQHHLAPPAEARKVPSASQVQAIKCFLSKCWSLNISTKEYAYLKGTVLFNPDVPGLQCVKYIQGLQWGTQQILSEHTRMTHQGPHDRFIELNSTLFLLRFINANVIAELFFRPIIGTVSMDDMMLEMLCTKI
Rev-erbA mod = modulators of Rev-erb alpha DNA binding, primary screen, biochemical, FITC-DNA, fluorescence polarization, uHTS; Rev-erbα–FITC-DNA binding, 90 min; actives 0.79% (n = 370,000); activity, % at 10 µM; Nuclear receptor subfamily 1 group D member 1 (Homo sapiens), P20393; AID 1259318, 2017;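 active = activity above about 14%, limit read from the data; passing the limit was not always enough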;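 note: 0% = DMSO wells with 35 nM protein and 100% = DMSO wells with 750 nM protein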
Target sequence (P20393 whole entry, looked up): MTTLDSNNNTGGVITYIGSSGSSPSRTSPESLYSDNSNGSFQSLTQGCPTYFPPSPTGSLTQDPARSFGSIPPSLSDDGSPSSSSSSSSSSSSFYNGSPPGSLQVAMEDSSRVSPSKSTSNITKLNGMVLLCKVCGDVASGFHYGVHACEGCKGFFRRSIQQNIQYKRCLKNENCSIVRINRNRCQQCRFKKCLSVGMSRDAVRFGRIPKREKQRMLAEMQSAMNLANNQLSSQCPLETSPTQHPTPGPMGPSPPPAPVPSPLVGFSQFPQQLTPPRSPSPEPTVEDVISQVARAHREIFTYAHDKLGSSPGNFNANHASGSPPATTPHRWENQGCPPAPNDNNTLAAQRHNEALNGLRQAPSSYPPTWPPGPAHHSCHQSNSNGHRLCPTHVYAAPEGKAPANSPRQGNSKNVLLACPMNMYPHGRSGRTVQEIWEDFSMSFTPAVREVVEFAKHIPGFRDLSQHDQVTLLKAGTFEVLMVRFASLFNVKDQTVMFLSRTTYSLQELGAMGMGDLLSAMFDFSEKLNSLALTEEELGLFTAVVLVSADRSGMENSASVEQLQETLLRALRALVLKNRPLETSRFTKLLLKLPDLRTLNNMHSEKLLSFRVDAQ
PLC-beta3 inh = human PLC-beta3 inhibitors, primary screen, biochemical, fluorescence; 1-phosphatidylinositol 4,5-bisphosphate phosphodiesterase beta-3 (Homo sapiens), Q01970; Purified PLC-beta3, fluorogenic substrate; inhibition, % at 12.2 µM; actives 0.18% (n = 370,000); in the data active = inhibition above about 11%;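 note: 0% = median of compound wells on plate and 100% = full blocker control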
SMARCA2 act = SMARCA2 (BRM) function activators, primary screen, cell-based, luminescence, high throughput; MG213 cells, MMTV-luciferase reporter, dexamethasone, overnight; activation, % at 9.1 µM; actives 1% (n = 370,000); AID 652017, 2013; in the data active = activation above about 7.8%;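 note: 0% = vehicle wells and 100% = reference activator wells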
DAX1 inh-2 = DAX1 (NR0B1) inhibitors on StAR promoter, primary screen, cell-based, luminescence, SF-1 (NR5A1), full-length DAX-1 | HEK293T StAR-luciferase reporter, SF-1/DAX-1 repression relief | inhibition, % at 6.8 µM | actives 1.1% (n = 370,000) | AID 652010, 2013;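 active = inhibition above the mean over all tested compounds plus 3 SD, cut at about 3.6% in these data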;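 note: 0% = DAX-1 cells with DMSO and 100% = cells lacking DAX-1 with DMSO; higher inhibition means more luminescence from relief of DAX-1 repression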
hcDAF-12 act = H. contortus DAF-12 nuclear receptor activators, primary screen, cell-based, luminescence, HEK293, lit1-tk-luc reporter; HEK293 hcDAF-12 lit1-tk-luc reporter; 0% DMSO, 100% Δ7-dafachronic acid; activation, % at 6.8 µM; actives 1.4% (n = 370,000); AID 652067, 2013;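 active = activation above the mean of all tested compounds plus 3 SD, cut at about 5.5% in these data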;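 note: 100% = response to 3 µM Δ7-dafachronic acid high control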
PLC-gamma1 inh = PLC-gamma1 enzyme inhibitors, primary screen, biochemical, fluorescence, purified enzyme; actives 0.84% (n = 370,000); fluorogenic substrate; inhibition, % at 12.2 µM; in the data active = inhibition above about 9.5%
MBD2 DNA inh = inhibitors of MBD2 binding to methylated DNA, primary screen, biochemical, TR-FRET, DNA-binding domain, human; Methyl-CpG-binding domain protein 2 (Homo sapiens), Q9UBB5; MBD2 binding to methylated oligonucleotide; inhibition, % at 4.4 µM; actives 0.31% (n = 370,000); in the data active = inhibition above about 13%
* hit, by the source's call. No enrichment for hits. Share with any hit: about 7.4%.

For Cc1noc(C)c1C(=O)OCC(=O)NC1CCCCC1C (stereo not given) the results were ssDAF12 agonist -0.7, hgDAF12 agonist -0.8, ADAM17 inh -6.4, DAX1 inh-1 0.0, Rev-erbA mod 0.7, PLC-beta3 inh -5.0, SMARCA2 act -2.7, DAX1 inh-2 2.3, hcDAF-12 act -0.7, PLC-gamma1 inh 4.1 and MBD2 DNA inh 5.1.
For O=C(COC(=O)/C=C/c1cccc(Cl)c1)NCCc1ccc(Cl)cc1Cl the results were ssDAF12 agonist -1.0, hgDAF12 agonist -2.1, ADAM17 inh 1.6, DAX1 inh-1 -1.1, Rev-erbA mod 2.4, PLC-beta3 inh -3.3, SMARCA2 act -2.7, DAX1 inh-2 -0.4, hcDAF-12 act -0.6, PLC-gamma1 inh 7.7 and MBD2 DNA inh -1.4.
For CCOc1ncccc1C(=O)N1CCN(S(=O)(=O)c2cccs2)CC1 the results were ssDAF12 agonist -1.6, hgDAF12 agonist -1.1, ADAM17 inh 0.1, DAX1 inh-1 -0.2, Rev-erbA mod -1.1, PLC-beta3 inh -0.1, SMARCA2 act -1.0, DAX1 inh-2 1.1, hcDAF-12 act 2.0, PLC-gamma1 inh 0.7 and MBD2 DNA inh -5.2.
For O=C(Nc1ccc(S(=O)(=O)Nc2nccs2)cc1)c1ccc(N2C(=O)c3ccccc3C2=O)cc1 the results were ssDAF12 agonist -1.6, hgDAF12 agonist 0.7, ADAM17 inh -0.8, DAX1 inh-1 -0.5, Rev-erbA mod 1.9, PLC-beta3 inh -8.0, SMARCA2 act 2.4, DAX1 inh-2 -0.4, hcDAF-12 act -1.2, PLC-gamma1 inh 1.1 and MBD2 DNA inh -1.4.
COc1ccc(C2C3=C(CCCC3=O)NC3=C2C(=O)c2ccccc23)cc1 (stereo not given) was read as ssDAF12 agonist 0.0, hgDAF12 agonist 5.4, ADAM17 inh -30.7, Rev-erbA mod 3.1, PLC-beta3 inh -15.9, SMARCA2 act 2.1, DAX1 inh-2 0.9, hcDAF-12 act 3.0, PLC-gamma1 inh -3.7 and MBD2 DNA inh -12.7.
`Cc1ccccc1C(=O)N1CCC(C(=O)Nc2ccc(F)cc2)CC1` gave ssDAF12 agonist -1.2, hgDAF12 agonist 0.6, ADAM17 inh 0.1, DAX1 inh-1 1.0, Rev-erbA mod -1.1, PLC-beta3 inh 2.0, SMARCA2 act -3.0, DAX1 inh-2 -0.1, hcDAF-12 act 1.1, PLC-gamma1 inh 2.9 and MBD2 DNA inh -4.5.
For O=C(CCNc1n[nH]c(=O)[nH]c1=O)N/N=C\c1cccc(OCc2ccccc2)c1 the results were ssDAF12 agonist -0.8, hgDAF12 agonist 2.5, ADAM17 inh -3.9, Rev-erbA mod 1.7, PLC-beta3 inh 3.2, SMARCA2 act 1.1, DAX1 inh-2 -0.1, hcDAF-12 act -0.6, PLC-gamma1 inh 2.4 and MBD2 DNA inh -2.0.
For COC(=O)c1ccc2nc(-c3cccc(Br)c3)c(Cc3ccccc3C(F)(F)F)n2c1 the results were ssDAF12 agonist -0.8, hgDAF12 agonist -1.1, ADAM17 inh -3.5, Rev-erbA mod 1.9, PLC-beta3 inh -5.9, SMARCA2 act -0.3, DAX1 inh-2 1.1, hcDAF-12 act -1.5, PLC-gamma1 inh -2.7 and MBD2 DNA inh -1.9.
For CC(=O)Oc1ccc2nc(/C=C/c3ccc(C=O)cc3)oc(=O)c2c1 the results were ssDAF12 agonist 0.2, hgDAF12 agonist -0.9, ADAM17 inh -1.1, DAX1 inh-1 1.1, Rev-erbA mod 4.9, PLC-beta3 inh -4.7, SMARCA2 act 2.5, DAX1 inh-2 -0.1, hcDAF-12 act -0.9, PLC-gamma1 inh 0.4 and MBD2 DNA inh -2.5.
`COc1cccc(C(=O)NCCN2CCOCC2)c1` gave ssDAF12 agonist -1.0, hgDAF12 agonist 0.7, ADAM17 inh -1.9, DAX1 inh-1 1.0, Rev-erbA mod -2.1, PLC-beta3 inh 0.6, SMARCA2 act 3.0, DAX1 inh-2 -0.3, hcDAF-12 act -0.7, PLC-gamma1 inh 2.0 and MBD2 DNA inh -5.9.
Cc1cc(Oc2cc(N)cc([N+](=O)[O-])c2)ccc1Cl was read as ssDAF12 agonist -1.0, hgDAF12 agonist 1.0, ADAM17 inh 3.4, DAX1 inh-1 -0.7, Rev-erbA mod 7.6, PLC-beta3 inh -3.7, SMARCA2 act -1.6, DAX1 inh-2 0.4, hcDAF-12 act 0.9, PLC-gamma1 inh -3.6 and MBD2 DNA inh 5.8.
`CC(C)CC(=O)N=C1SC2CS(=O)(=O)CC2N1CCc1ccccc1` (stereo not given) gave ssDAF12 agonist -1.7, hgDAF12 agonist 3.5, ADAM17 inh 1.1, DAX1 inh-1 -0.4, Rev-erbA mod 0.7, PLC-beta3 inh 1.0, SMARCA2 act -1.5, DAX1 inh-2 0.6, hcDAF-12 act -1.6, PLC-gamma1 inh 4.1 and MBD2 DNA inh 0.7.
For COC(=O)C1C(c2ccc(Cl)cc2)NC(c2ccc(Cl)cc2)C(C(=O)OC)S1(=O)=O (stereo not given) the results were ssDAF12 agonist -1.1, hgDAF12 agonist 0.4, ADAM17 inh -0.7, DAX1 inh-1 0.6, Rev-erbA mod -1.1, PLC-beta3 inh -1.8, SMARCA2 act -0.5, DAX1 inh-2 -0.7, hcDAF-12 act 0.8, PLC-gamma1 inh 1.5 and MBD2 DNA inh -5.3.
`O=[N+]([O-])c1cccc(-c2cc(-c3cc(Br)ccc3O)[nH]n2)c1` gave ssDAF12 agonist -1.0, hgDAF12 agonist -0.9, ADAM17 inh 7.0, DAX1 inh-1 -1.3, Rev-erbA mod 6.7, PLC-beta3 inh -2.0, SMARCA2 act -5.4, DAX1 inh-2 -1.0, hcDAF-12 act -2.0, PLC-gamma1 inh 5.8 and MBD2 DNA inh 4.7.
For Fc1ccc(-c2csc(-c3ccccn3)n2)cc1F the results were ssDAF12 agonist -0.7, hgDAF12 agonist 3.9, ADAM17 inh -2.6, DAX1 inh-1 2.9, Rev-erbA mod 4.5, PLC-beta3 inh 3.5, SMARCA2 act 2.5, DAX1 inh-2 1.3, hcDAF-12 act 1.1, PLC-gamma1 inh -2.8 and MBD2 DNA inh -0.1.
Screening Cc1cc(C)cc(NC(=O)CN(Cc2ccccc2)S(C)(=O)=O)c1 returned ssDAF12 agonist -0.9, hgDAF12 agonist -0.4, ADAM17 inh -2.6, DAX1 inh-1 -0.3, Rev-erbA mod -0.4, PLC-beta3 inh -0.3, SMARCA2 act -0.5, DAX1 inh-2 -0.7, hcDAF-12 act -1.9, PLC-gamma1 inh -0.7 and MBD2 DNA inh 0.1.
Screening CCOC(=O)Cc1csc(NC(=O)NC2(C(F)(F)F)Oc3cc(Cl)c(Cl)cc3O2)n1 returned ssDAF12 agonist -1.0, hgDAF12 agonist -1.0, ADAM17 inh -1.4, DAX1 inh-1 0.3, Rev-erbA mod -0.1, PLC-beta3 inh -1.2, SMARCA2 act 0.5, DAX1 inh-2 -0.8, hcDAF-12 act -0.3, PLC-gamma1 inh 1.1 and MBD2 DNA inh -4.9.
Screening COCCSc1ncnc2c1oc1nc3c(cc12)COC(C)(C)C3 returned ssDAF12 agonist -1.2, hgDAF12 agonist 3.0, ADAM17 inh -5.1, DAX1 inh-1 0.6, Rev-erbA mod 0.5, PLC-beta3 inh -9.2, SMARCA2 act -0.3, DAX1 inh-2 0.1, hcDAF-12 act -1.1, PLC-gamma1 inh -1.9 and MBD2 DNA inh 1.5.
For CC1=C(C(=O)N(C)C)C(c2ccc(N3CCOCC3)cc2)NC(=O)N1 (stereo not given) the results were ssDAF12 agonist -1.2, hgDAF12 agonist -0.1, ADAM17 inh -2.2, DAX1 inh-1 -0.5, Rev-erbA mod 1.1, PLC-beta3 inh -9.3, SMARCA2 act 0.7, DAX1 inh-2 0.1, hcDAF-12 act 0.8, PLC-gamma1 inh -3.2 and MBD2 DNA inh -3.5.
`Cc1cccc(-c2nnc(SCC(=O)NCc3ccc4c(c3)OCO4)n2C)c1` gave ssDAF12 agonist -0.6, hgDAF12 agonist 2.1, ADAM17 inh -2.7, DAX1 inh-1 -1.4, Rev-erbA mod -0.8, PLC-beta3 inh 0.0, SMARCA2 act 1.0, DAX1 inh-2 -0.6, hcDAF-12 act -0.7, PLC-gamma1 inh -2.2 and MBD2 DNA inh -1.3.
`CCCCc1nc2ccccc2c(NC(=O)CNC(C)(C)C)c1CCC` gave ssDAF12 agonist -0.6, hgDAF12 agonist -2.3, ADAM17 inh -2.8, DAX1 inh-1 -2.0, Rev-erbA mod 0.7, PLC-beta3 inh 4.9, SMARCA2 act -3.9, DAX1 inh-2 0.4, hcDAF-12 act -1.4, PLC-gamma1 inh -1.3 and MBD2 DNA inh -0.6.
COc1ccc(Cc2c(-c3ccccc3)nc3c(C)cc(Br)cn23)c(C)c1 was read as ssDAF12 agonist -0.2, hgDAF12 agonist 2.0, ADAM17 inh -0.9, Rev-erbA mod -2.2, PLC-beta3 inh -16.6, SMARCA2 act -0.9, DAX1 inh-2 -0.3, hcDAF-12 act 1.7, PLC-gamma1 inh -11.6 and MBD2 DNA inh 7.0.
CC(C)C[C@H](NC(=O)c1nc[nH]c1C(=O)NCC(=O)OCc1ccccc1)C(=O)OC(C)(C)C was read as ssDAF12 agonist -1.6, hgDAF12 agonist -0.2, ADAM17 inh 8.9*, DAX1 inh-1 0.0, Rev-erbA mod 0.8, PLC-beta3 inh 2.6, SMARCA2 act 1.5, DAX1 inh-2 -0.4, hcDAF-12 act -1.0, PLC-gamma1 inh 2.1 and MBD2 DNA inh 0.5.
Screening CCOc1cccc2cc(C(=O)NCc3ccc(OC)cc3)c(=N)oc12 returned ssDAF12 agonist -0.3, hgDAF12 agonist -1.0, ADAM17 inh -3.0, DAX1 inh-1 -0.3, Rev-erbA mod -1.6, PLC-beta3 inh -14.4, SMARCA2 act -1.5, DAX1 inh-2 2.4, hcDAF-12 act 3.1, PLC-gamma1 inh -7.2 and MBD2 DNA inh 2.3.
`O=C(N/C(=C/c1cccs1)c1nc2ccccc2[nH]1)c1ccccc1` gave ssDAF12 agonist -0.6, hgDAF12 agonist -3.4, ADAM17 inh -1.1, DAX1 inh-1 -0.7, Rev-erbA mod 4.9, PLC-beta3 inh -28.9, SMARCA2 act -3.6, DAX1 inh-2 -0.9, hcDAF-12 act 0.4, PLC-gamma1 inh -22.1 and MBD2 DNA inh -6.2.

Bioassay records as filed in PubChem BioAssay.
